Compound activity: PubChem, National Center for Advancing Translational Sciences (NCATS)
TrxR1 substrate: rat thioredoxin reductase 1 substrate activity | O89049 | purified TrxR1 substrate turnover, NADPH consumption readout | Potency, µM (titrated, usually from 114 µM), inactives show at the top dose activity change, negative = substrate turnover | 390,000 compounds, 0.01% hits; note: potency is the fitted concentration of half-maximal effect; % is set by controls: 0 for no effect and ±100 for the full control effect; nearly all actives have a fitted effect of over 50% in size
Target sequence (O89049 whole entry, looked up): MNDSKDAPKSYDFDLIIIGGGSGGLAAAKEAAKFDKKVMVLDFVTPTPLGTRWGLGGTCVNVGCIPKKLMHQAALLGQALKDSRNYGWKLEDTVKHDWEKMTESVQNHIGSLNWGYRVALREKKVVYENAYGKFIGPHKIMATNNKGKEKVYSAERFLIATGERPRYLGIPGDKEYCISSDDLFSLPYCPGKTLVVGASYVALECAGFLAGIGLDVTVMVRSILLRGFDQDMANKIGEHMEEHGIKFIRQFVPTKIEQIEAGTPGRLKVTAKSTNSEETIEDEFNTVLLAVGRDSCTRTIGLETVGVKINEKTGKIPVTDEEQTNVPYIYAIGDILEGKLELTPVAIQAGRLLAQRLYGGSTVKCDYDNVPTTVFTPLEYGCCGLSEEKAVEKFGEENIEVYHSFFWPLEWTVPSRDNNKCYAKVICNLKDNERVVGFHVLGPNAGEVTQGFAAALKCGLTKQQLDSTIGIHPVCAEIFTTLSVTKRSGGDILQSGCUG
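Rat TrxR1, dispensed at 90 nM, was prereduced with 400 uM NADPH (final) for 5 min at ~22 deg C, then incubated with compound 15 min before 400 uM selenite. A first-read NADPH fluorescence drop versus no-compound background flagged substrates.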
Vif-APOBEC3F blk: blocks the Vif interaction with APOBEC3F. HeLa A3F-eYFP + Vif (tagged APOBEC3F with the HIV-1 protein that degrades it), YFP fluorescence increase. Potency, µM (doses to about 46.1 µM), for inactives: at the top dose activity, negative = active. 390,000 compounds, 0.2% hits. AID 602313; note: potency is the fitted concentration of half-maximal effect; % of control where 0% means no effect; nearly all actives have a fitted effect of over 65% in size
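HeLa cells stably expressing Vif plus C-terminally eYFP-tagged A3F were seeded, incubated overnight at 37 deg C, dosed with compound, incubated overnight again at 37 deg C. Yellow fluorescence (Ex 488/Em 500-530) reported blocked Vif-mediated A3F-eYFP degradation.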
USP1-UAF1 inh: inhibitors of human USP1/UAF1 deubiquitinase; recombinant USP1/UAF1, Ub-Rhodamine cleavage fluorescence; Potency, µM (top dose mostly 57.1 µM), without a hit: top-dose activity change, negative = inhibition, actives largely listed as inhibitors; 390,000 compounds, 0.23% hits; note: potency is the fitted concentration of half-maximal effect; % is set by controls: 0 for no effect and ±100 for the full control effect; nearly all actives have a fitted effect of over 60% in size; inactives centre near -12
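High-throughput fluorogenic screen: 1nM USP1/UAF1 complex, Ub-Rho substrate 150nM final, 50mM HEPES pH 7.8 with 0.5mM EDTA, 0.1 mg/ml BSA, 1mM TCEP and 0.01% Tween-20.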
GRP78 ERSR act: induces the endoplasmic reticulum stress response in human glioma cells; U87-MG GRP78 promoter luciferase reporter, 16 h; 420,000 compounds, 0.02% hits; AID 602332; Potency, µM, for inactives: at the highest dose activation, hits mostly activators; note: potency is the fitted concentration of half-maximal effect; series mostly up to about 76 µM; % of control where 0% means no effect; nearly all actives have a fitted effect of over 35% in size
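Stably transfected U87-MG glioma cells carrying a GRP78-based luciferase sensor; 16 h compound incubation. Luminescence end-point read 10 min after Bright-Glo addition at room temperature.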
RGS4 inhibitor: inhibitors of human regulator of G protein signaling 4. P49798. Transcreener GDP fluorescence polarization, RGS4-accelerated GTP hydrolysis. Potency, µM (top dose mostly 114 µM), for inactives: top-dose activity change, negative = inhibition, actives largely listed as inhibitors. 390,000 compounds, 0.039% hits. AID 504845; note: potency is the fitted concentration of half-maximal effect; % is set by controls: 0 for no effect and ±100 for the full control effect; nearly all actives have a fitted effect of over 75% in size; some results filed as inactive show a strong effect at the top dose
Target sequence (P49798 whole entry, looked up): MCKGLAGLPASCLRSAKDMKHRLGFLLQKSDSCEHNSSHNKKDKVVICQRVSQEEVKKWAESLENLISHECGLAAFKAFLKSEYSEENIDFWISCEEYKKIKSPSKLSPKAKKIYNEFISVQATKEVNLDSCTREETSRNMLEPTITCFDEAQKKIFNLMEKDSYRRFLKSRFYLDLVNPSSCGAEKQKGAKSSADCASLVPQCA
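MLSMR compounds (23 nl, pin-transferred) preincubated 10 min at room temperature with a 500nM (2x) first reagent, then RGS4 at 900nM (2x) plus Transcreener GDP mix added; fluorescence polarization (620/688 nm) read before and after 90 min at 30 °C.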
LDHA inh: blocks human lactate dehydrogenase A; activity change, % (values are at about 110 or 230 µM); 480,000 compounds, 0.15% hits; AID 1347041; P00338; purified LDHA, NADH/diaphorase-resazurin fluorescence; active compounds read low; in the data active = activity change below about -30%; inconclusive = mostly about -25% to -30%;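 note: plate controls were DMSO wells for no effect and wells without enzyme for full effect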
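Human LDH5 (2 nM) was incubated with 0.06 mM NADH and 0.2 mM pyruvate for 5 min at room temperature in Tris pH 7.4. Remaining NADH was coupled through diaphorase/resazurin, and resorufin fluorescence was read at 0 and 20 min.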
rTrxR1 inhibitor: rat TrxR1 inhibition. O89049. Potency, µM (doses to about 114 µM), inactives show top-dose activity change, negative = inhibition, most hits filed as inhibitors. 390,000 compounds, 1% hits. AID 588453. recombinant rTrxR1, NADPH fluorescence consumption, selenite substrate; note: potency is the fitted concentration of half-maximal effect; % is set by controls: 0 for no effect and ±100 for the full control effect; nearly all actives have a fitted effect of over 65% in size
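Rat TrxR1 (90 nM in the dispensed reagent) was pre-reduced with 400 uM NADPH for 5 min at room temperature, then incubated with compound for 15 min. After 400 uM selenite was added, NADPH fluorescence (Ex 340/Em 450 nm) was followed for 8 min.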
IDH1 R132H inh: inhibitors of human mutant IDH1 R132H; O75874; IDH1-R132H enzyme, NADPH consumption, diaphorase/resazurin fluorescence; Potency, µM (series often up to 76.6 µM), for the others: at the top dose activity change, negative = inhibition, most hits filed as inhibitors; 390,000 compounds, 0.093% hits; AID 602179; note: potency is the fitted concentration of half-maximal effect; % is set by controls: 0 for no effect and ±100 for the full control effect; nearly all actives have a fitted effect of over 65% in size
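IDH1-R132H (0.5 ug/mL dispensed) in pH 7.5 Tris buffer was preincubated 30 min with compound, then given a substrate mix of 0.016 mM NADPH and 2 mM alpha-KG for 80 min at room temperature; remaining NADPH was read by diaphorase/resazurin fluorescence.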
Vif-APOBEC3G blk: inhibitors of Vif-APOBEC3G interaction; 410,000 compounds, 0.076% hits; AID 602310; Potency, µM (highest dose often 46.1 µM), without a hit: at the top dose activity, negative = active, most hits filed as inhibitors; HeLa A3G-eYFP + Vif (tagged APOBEC3G with the HIV-1 protein that degrades it), YFP fluorescence, overnight; Q9HC16;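 note: potency is the fitted concentration of half-maximal effect; % is set by controls: 0 for no effect and ±100 for the full control effect; nearly all actives have a fitted effect of over 60% in size; hits raise eYFP signal because A3G escapes Vif-driven loss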
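Read-out is eYFP fluorescence (Ex 488/Em 500-530) from Vif-expressing HeLa A3G-eYFP cells; more signal means A3G escaped Vif-mediated degradation. Cells plated overnight, compound pinned in, incubated overnight at 37 deg C.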
* marks the source's active call; other numbers are inactive results; ? = inconclusive; . = not tested or not shown; & = joins results of further samples; [ ] = remark or other dose. Unless noted, calls come from the whole dose curve; as a rule, active = well fitted curve in the direction sought with a large enough effect; inconclusive = small, poorly fitted or top-dose-only effect, or another doubt; inactive = no such curve, though single readings can be large; an effect the other way counts as inactive or inconclusive. This is a subset; count on the stated rates, not on these rows.

SMILES	TrxR1 substrate	Vif-APOBEC3F blk	USP1-UAF1 inh	GRP78 ERSR act	RGS4 inhibitor	LDHA inh	rTrxR1 inhibitor	IDH1 R132H inh	Vif-APOBEC3G blk
O=C1c2ccccc2C(=O)C1c1ccccc1F	4%[57.1 µM]	9%	-6%	-5%	21%	-2	-12%[57.1 µM]	1%	0%
Cc1nc(SCC(=O)NCc2ccc3c(c2)OCO3)c(C#N)c2c1CCCC2	12%[57.1 µM]	5%	-29%	-6%	5%[11.4 µM]	-5	9%	5%	0%
COc1ccc(/C=C/c2cccc[n+]2C)c(O)c1	-16%	-22%	-18%	-3%	-33%	4	-12%	9%	12%
Cc1ccc(N2CCN(S(=O)(=O)c3c(C)nc4scc(C)n4c3=O)CC2)c(C)c1	-6%	-8%	-20%	-1%	2%	-3	23%	-10%	0%
CC(=O)Nc1ccc(C(=O)N/C(=C/c2ccccc2)C(=O)NCc2ccco2)cc1	9%[0.0914 µM]	-28%	-11%	2%	-15%	-12	5%[57.1 µM]	-9%	2%
O=C1NC[C@H](c2ccccc2)N(CCc2cccc(F)c2)C1=O	-2%[57.1 µM]	8%	?	-3%	9%	-2	-14%[57.1 µM]	-11%	-1%
N#C/C(=C/c1cccc([N+](=O)[O-])c1)C(=O)Nc1ccccc1O	-6%	1%	-4%	14%	-33%	3	-24%	-9%	-19%
CCOC(=O)c1ccccc1NC(=O)CSc1ccc(-c2sc(C)nc2C)nn1	-2%[57.1 µM]	-1%	-27%	-2%	0%	-6	23%[57.1 µM]	36%[activator]	-1%
Cc1ccc(OCc2nnc(SCC(=O)Nc3ccc(N4CCOCC4)cc3)o2)cc1	13%[0.0914 µM]	-4%	-12%	-1%	9%	-7	5%[57.1 µM]	-4%	0%
CC(=O)Nn1c(-c2ccccc2)cc2ccccc21	20%[57.1 µM]	2%	-7%	-7%	-44%[11.4 µM]	-2	20%[57.1 µM]	1%	0%
COc1ccc(/C=C(\C#N)c2nc3ccccc3[nH]2)cc1O	-6%	-24%	-26%	4%	-1%[56.9 µM]	-3	3%	-10%	-19%
CCOc1ccccc1N1C(=O)CC(Nc2ccc(N3CCOCC3)cc2)C1=O (stereo not given)	6%[57.1 µM]	-3%	-12%	-3%	-35%	18	7.1µM*	14%	-4%
COc1cccc(CNCc2c(C(=O)O)n(Cc3ccc(C)cc3)c3cc(C)ccc23)c1OC	-3%	-3%	-19%	-3%	-13%	4	0%	15%	3%
Cc1cccc(N2C(=S)NC3c4ccccc4OC2(C)C3C(=O)N(C)C)c1 (stereo not given)	2%[57.1 µM]	-1%	-16%	-5%	-2%	-3	16%[57.1 µM]	-3%	-4%
O=C(NN=C1CCCCCCC1)c1ccc2ccccc2n1	-6%	9%	-15%	3%	-12%	-4	-15%	4%	-2%
CC(C)(C)c1cn(-c2ccc(Cl)cc2)c(=S)[nH]1	3%	0%	-5%	3%	-46%	-13	-2%	7%	-2%
O=C(Nc1ccc(O)c2c(=O)cc(-c3ccccc3Cl)oc12)c1ccc(Cl)cc1Cl	6%	3%	-3%	-4%&-1%	12%&-20%	-3	10%	0%	-2%&1%
COc1ccc(OCC(=O)NC(=O)c2ccccc2OC)c([N+](=O)[O-])c1	-4%[57.1 µM]	6%	-21%	3%	10%	3	6%	-7%	0%
COc1ccc(CCNC(=O)c2cnn3ccccc23)c(OC)c1OC	23%	-1%	-15%	-2%	10%	-6	6%	-2%	-1%
Cc1cc(C(=O)CSc2nnc(-c3ccc(OC(F)F)cc3)o2)c(C)n1Cc1cccs1	-13%	-2%	-8%	-3%	1%	-17	-6%	-1%	-7%
C=CCn1c(C)cc(C(=O)CSc2nc3ccccc3o2)c1C	-4%	-4%	-21%	8%	-18%	5&-3	-13%	7%	2%
CC(C)(C)OC(=O)C[C@@H]1C/C=C\C[C@H](CC(=O)N(CCO)Cc2ccccc2)C(=O)NCCOC1=O	-1%	-1%	-22%	-1%	6%	6	12%	-3%	2%
CCN1CCc2c(sc(N)c2C(N)=O)C1	80%	-12%	?	-6%	-5%	6	-65%	7%	0%
O=C(CSc1nnc(-c2ccc(F)cc2)o1)N1CCCCC1	3%	-3%	-29%	-4%	-8%	-7	11%	-5%	3%
O=c1cc(Cn2ccnc2)c2cc3c(cc2o1)CCC3	2%	2%	-11%	-1%	-8%	2	-10%	1%	-2%
CCCN1C(=O)C(O)(CC(=O)c2ccc3c(c2)OCCO3)c2ccccc21 (stereo not given)	9%[57.1 µM]	-12%	0%	-1%	24%	-3	10%[57.1 µM]	3%	1%
COc1ccc(OC)c(CNC(=O)c2c(C)oc3ncn(C)c(=O)c23)c1	3%	0%	-1%	-1%	-12%	-5	11%	-11%	-2%
COc1ccc(-n2c(SC)nc3sc4c(c3c2=O)CCN(C)C4)cc1	-7%	12%	-14%	-2%	-4%[56.9 µM]	6	0%	-10%	0%
COCCCNC1=C(C#N)C(=O)NC(c2cccc([N+](=O)[O-])c2)S1 (stereo not given)	.	-7%	7%	4%	.	1	.	-8%	0%
COCCCNC(=O)C(=O)N/N=C/c1cc2c(cc1Br)OCO2	-6%[57.1 µM]	9%	-17%	-3%	-1%	-2	2%[57.1 µM]	2%	-8%
CCc1ccc[n+](-c2[nH]c(=O)sc2/C=N/N=C(\[O-])CCn2c3ccccc3c3ccccc32)c1	-8%	-12%	-10%	-3%	-22%	-2	-4%[57.1 µM]	2%	2%
CCOc1ccc(NC(=S)N2CCC(c3nc4ccccc4[nH]3)CC2)cc1	-1%	-9%	-22%	-2%	-4%	0	-3%	-4%	1%
Clc1cc(Cl)cc(Nc2ncnc(-n3cccc3)n2)c1	5%	11%	-13%	0%	21%	-1	19%	6%	0%
CCCC(C(=O)NC1CCCC1)N(C(=O)Cn1nnc(-c2ccc(C)o2)n1)c1cccc(O)c1 (stereo not given)	-6%	-16%	-8%	-6%	23%	6	7%	-4%	-1%
Cc1cc(=O)c(C(=O)O)cn1Nc1ccc(F)cc1	-10%	-4%	-6%	-2%	11%	3	-3%	0%	3%
Cc1ccnc(NCc2ccc(Br)cc2)c1	-7%	-2%	-8%	5%	28%	-2	9%	2%	0%
Cc1ccc(S(=O)(=O)Nc2ccccc2F)cc1C(=O)OC(C)C(=O)N1CCOCC1 (stereo not given)	-2%	11%	-2%	-6%	12%	-4	3%	0%	0%
Cc1ccnc(NC(=O)c2cccc(S(=O)(=O)N3CCN(c4ccccc4)CC3)c2)c1	-3%[57.1 µM]	9%	-21%	-12%	1%	-3	1%[57.1 µM]	5%	0%
O=C(CSc1c2c(nc3cc(Cl)ccc13)CCCC2)N1CCN(c2ccccc2)CC1	-9%	0%	7%	-9%	2%	2	-2%	11%	-7%
Nc1cc(=O)[nH]c(SCC(=O)Nc2cccc([N+](=O)[O-])c2)n1	4%	5%	?	-4%	-30%[56.9 µM]	-2	46%[activator]	-1%	0%
CCN1CCN(Cc2c(O)ccc3c(C)c(-c4ccccc4)c(=O)oc23)CC1	187%[activator][57.1 µM]	5%	-7%	0%	-48%	3	-13%[57.1 µM]	23%	3%
CCOC(=O)C(C)Sc1nc(-c2cccs2)ccc1C#N (stereo not given)	47%[activator]	-20%	-25%	2%	2%	-3	-29%	13%	?
COCCN(C(=O)c1ccc(NC2CC2)c([N+](=O)[O-])c1)c1c(N)n(CC(C)C)c(=O)[nH]c1=O	0%	0%	-21%	-2%	-16%	0	17%	1%	3%
CC(CCc1ccccc1)NC(=O)COC(=O)c1ccc(F)cc1 (stereo not given)	3%	1%	-18%	-1%	-4%	-5	12%	3%	0%
CCOc1ccc(N2CC(C(=O)Nc3ccccc3F)CC2=O)cc1 (stereo not given)	-1%	-9%	-3%	-1%	14%	-13	14%	-13%	-1%
Cc1cc(C)cc(N2C(=O)CC(Cn3nc(C)cc3C)C2=O)c1 (stereo not given)	7%	-10%	-19%	-5%	18%	-4	18%	0%	-7%
O=C(Nc1cccc2ncccc12)c1ccccc1F	-1%	3%	-5%	-2%	-7%	0	4%	-1%	-5%
Fc1ccc(Nc2ccnc(C(F)(F)F)c2)cc1	-5%	-13%	-8%	3%	5%	-2	2%	-1%	4%
COc1ccc2ncc3c(-c4ccc(C)c(C)c4)nn(CC(=O)NC4CCCCC4)c3c2c1	-2%[57.1 µM]	-21%	-21%	-4%	-25%	-1	12%[57.1 µM]	-2%	-1%
O=C(NN=Cc1ccc(O)cc1)c1ccccc1NS(=O)(=O)c1cccs1	-6%	0%	-23%	1%	-25%	-3	-5%	0%	0%
CC1CC(C)CN(CCCOc2ccccc2[N+](=O)[O-])C1 (stereo not given)	-12%	-10%	-7%	-3%	27%	-14	-10%	-2%	-1%
